Bioassay records as filed in PubChem BioAssay.
TrxR1 substrate: qHTS Assay for Substrates of Mammalian Selenoprotein Thioredoxin Reductase 1 (TrxR1): qHTS; Thioredoxin reductase 1, cytoplasmic (Rattus norvegicus), O89049; purified TrxR1 substrate turnover, NADPH consumption readout; Potency, µM (top dose mostly 114 µM), for inactives: at the top dose activity change, negative = substrate turnover; hit rate 0.01% among 390,000; AID 588456, 2011; note: % is set by controls: 0 for no effect and ±100 for the full control effect; nearly all actives have a fitted effect of over 50% in size
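Rat TrxR1, dispensed at 90 nM, was prereduced with 400 uM NADPH (final) for 5 min at ~22 deg C, then incubated with compound 15 min before 400 uM selenite. A first-read NADPH fluorescence drop versus no-compound background flagged substrates.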
rTrxR1 inhibitor: qHTS Assay for Inhibitors of Mammalian Selenoprotein Thioredoxin Reductase 1 (TrxR1): qHTS. recombinant rTrxR1, NADPH fluorescence consumption, selenite substrate. Potency, µM (series often up to 114 µM), for inactives: at the highest dose activity change, negative = inhibition, usual class: inhibitors. hit rate 1% among 390,000. AID 588453, 2011; note: % is set by controls: 0 for no effect and ±100 for the full control effect; nearly all actives have a fitted effect of over 65% in size
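Rat TrxR1 (90 nM in the dispensed reagent) was pre-reduced with 400 uM NADPH for 5 min at room temperature, then incubated with compound for 15 min. After 400 uM selenite was added, NADPH fluorescence (Ex 340/Em 450 nm) was followed for 8 min.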
RXFP1 agonist: qHTS Assay for Agonists of the Relaxin Receptor RXFP1 | Relaxin receptor 1 (Homo sapiens), Q9HBX9 | HEK293T-RXFP1 cAMP TR-FRET, 30 min; response scale: percent of porcine relaxin response, buffer zero | Potency, µM (titrated, usually from 57.5 µM), without a hit: top-dose activation, actives largely listed as activators | hit rate 0.3% among 370,000; note: % is set by controls: 0 for no effect and ±100 for the full control effect; nearly all actives have a fitted effect of over 60% in size; many of its hits are not listed in these tables
Target sequence (Q9HBX9 whole entry, looked up): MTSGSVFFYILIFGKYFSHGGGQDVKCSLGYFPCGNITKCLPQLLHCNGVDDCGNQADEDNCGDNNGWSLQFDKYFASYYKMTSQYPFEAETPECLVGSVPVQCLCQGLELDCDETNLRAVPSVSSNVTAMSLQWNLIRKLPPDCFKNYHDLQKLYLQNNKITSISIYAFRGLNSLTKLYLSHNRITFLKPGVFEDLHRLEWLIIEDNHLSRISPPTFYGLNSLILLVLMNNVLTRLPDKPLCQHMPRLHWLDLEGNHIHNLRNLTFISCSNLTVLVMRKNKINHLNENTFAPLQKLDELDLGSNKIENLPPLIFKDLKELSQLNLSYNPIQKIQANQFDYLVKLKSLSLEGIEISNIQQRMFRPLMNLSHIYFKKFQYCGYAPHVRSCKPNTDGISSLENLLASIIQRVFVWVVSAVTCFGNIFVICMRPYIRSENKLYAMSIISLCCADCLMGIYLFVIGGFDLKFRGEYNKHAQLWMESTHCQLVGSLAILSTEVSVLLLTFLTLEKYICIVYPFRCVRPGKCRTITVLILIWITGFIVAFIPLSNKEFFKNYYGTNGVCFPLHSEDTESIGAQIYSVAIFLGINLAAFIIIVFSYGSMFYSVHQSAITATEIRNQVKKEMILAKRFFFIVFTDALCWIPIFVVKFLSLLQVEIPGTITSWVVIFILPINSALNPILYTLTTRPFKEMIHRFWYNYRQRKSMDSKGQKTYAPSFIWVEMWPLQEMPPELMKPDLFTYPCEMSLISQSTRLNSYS
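Agonist response is measured as cAMP accumulation in an RXFP1-transfected HEK293T line under PDE4 inhibition. Values are scaled between buffer-only and 29 nM porcine relaxin, and EC50s come from standard Hill equation fits.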
ALOX12 inh: Primary qHTS assay for inhibitors of human arachidonate 12S-lipoxygenase (ALOX12): Round 2. Potency, µM (titrated, usually from 108 µM), for inactives: top-dose activity change, negative = inhibition, hits mostly inhibitors. purified 12hLO, xylenol orange hydroperoxide absorbance. hit rate 1.1% among 580,000; note: % is set by controls: 0 for no effect and ±100 for the full control effect
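Hydroperoxide product was detected by ferrous iron/xylenol orange as the 573 to 405 nm absorbance ratio. Arachidonic acid at 40 uM (final) was turned over for 30 min at room temperature by 150 nM human 12hLO, pH 7.0 Hepes buffer, after 15 min compound preincubation.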
RGS4 inhibitor: Inhibitors of Regulator of G Protein Signaling (RGS) 4: qHTS | Potency, µM (highest dose often 114 µM), inactives show at the top dose activity change, negative = inhibition, hits mostly inhibitors | Regulator of G-protein signaling 4 (Homo sapiens), P49798 | hit rate 0.039% among 390,000 | Transcreener GDP fluorescence polarization, RGS4-accelerated GTP hydrolysis; note: % is set by controls: 0 for no effect and ±100 for the full control effect; nearly all actives have a fitted effect of over 75% in size; some results filed as inactive show a strong effect at the top dose
Target sequence (P49798 whole entry, looked up): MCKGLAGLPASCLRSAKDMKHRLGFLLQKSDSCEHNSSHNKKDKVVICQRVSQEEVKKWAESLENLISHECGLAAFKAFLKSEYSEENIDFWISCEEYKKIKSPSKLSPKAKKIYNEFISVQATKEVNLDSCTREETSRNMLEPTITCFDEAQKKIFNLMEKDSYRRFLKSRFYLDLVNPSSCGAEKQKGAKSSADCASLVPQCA
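MLSMR compounds (23 nl, pin-transferred) preincubated 10 min at room temperature with a 500nM (2x) first reagent, then RGS4 at 900nM (2x) plus Transcreener GDP mix added; fluorescence polarization (620/688 nm) read before and after 90 min at 30 °C.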
Vif-A3G inh: qHTS for Inhibitors of Vif-A3G Interactions: qHTS; DNA dC->dU-editing enzyme APOBEC-3G (Homo sapiens), Q9HC16; HeLa A3G-eYFP + Vif (tagged APOBEC3G with the HIV-1 protein that degrades it), YFP fluorescence, overnight; Potency, µM (titrated, usually from 46.1 µM), inactives show at the highest dose activity, negative = active, most hits filed as inhibitors; hit rate 0.076% among 410,000; AID 602310, 2012;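 note: % is set by controls: 0 for no effect and ±100 for the full control effect; nearly all actives have a fitted effect of over 60% in size; hits raise eYFP signal because A3G escapes Vif-driven loss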
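Read-out is eYFP fluorescence (Ex 488/Em 500-530) from Vif-expressing HeLa A3G-eYFP cells; more signal means A3G escaped Vif-mediated degradation. Cells plated overnight, compound pinned in, incubated overnight at 37 deg C.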
Vif-A3F inh: qHTS for Inhibitors of Vif-A3F Interactions: qHTS; Potency, µM (series often up to 46.1 µM), without a hit: top-dose activity, negative = active; HeLa A3F-eYFP + Vif (tagged APOBEC3F with the HIV-1 protein that degrades it), YFP fluorescence increase; hit rate 0.2% among 390,000; AID 602313, 2012; note: % of control where 0% means no effect; nearly all actives have a fitted effect of over 65% in size
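HeLa cells stably expressing Vif plus C-terminally eYFP-tagged A3F were seeded, incubated overnight at 37 deg C, dosed with compound, incubated overnight again at 37 deg C. Yellow fluorescence (Ex 488/Em 500-530) reported blocked Vif-mediated A3F-eYFP degradation.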
IDH1 R132H inh: qHTS for Inhibitors of mutant isocitrate dehydrogenase 1 (IDH1): qHTS. Isocitrate dehydrogenase [NADP] cytoplasmic (Homo sapiens), O75874. IDH1-R132H enzyme, NADPH consumption, diaphorase/resazurin fluorescence. Potency, µM (highest dose often 76.6 µM), for inactives: at the top dose activity change, negative = inhibition, actives largely listed as inhibitors. hit rate 0.093% among 390,000. AID 602179, 2012; note: % is set by controls: 0 for no effect and ±100 for the full control effect; nearly all actives have a fitted effect of over 65% in size
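IDH1-R132H (0.5 ug/mL dispensed) in pH 7.5 Tris buffer was preincubated 30 min with compound, then given a substrate mix of 0.016 mM NADPH and 2 mM alpha-KG for 80 min at room temperature; remaining NADPH was read by diaphorase/resazurin fluorescence.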
USP1-UAF1 inh: Inhibitors of USP1/UAF1: Primary Screen; recombinant USP1/UAF1, Ub-Rhodamine cleavage fluorescence; Ubiquitin carboxyl-terminal hydrolase 1 (Homo sapiens), O94782; Potency, µM (highest dose often 57.1 µM), without a hit: at the top dose activity change, negative = inhibition, hits mostly inhibitors; hit rate 0.23% among 390,000; AID 743255, 2014; note: % is set by controls: 0 for no effect and ±100 for the full control effect; nearly all actives have a fitted effect of over 60% in size; inactives centre near -12
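USP1/UAF1 complex (1 nM) preincubated 15 min at room temperature with compound, then Ub-Rho substrate (150 nM final) added. Kinetic fluorescence at 480/540 nm over 6 reads at 60 s intervals; 50 mM HEPES pH 7.8, 0.5 mM EDTA, 0.1 mg/ml BSA, 1 mM TCEP, 0.01% Tween-20.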
An asterisk follows results filed as active; [ ] = another dose, or the depositor's remark. Calls come from the whole dose curve; as a rule, active = well fitted curve in the direction sought with a large enough effect; inconclusive = small, poorly fitted or top-dose-only effect, or another doubt; inactive = no such curve, though single readings can be large; an effect the other way counts as inactive or inconclusive. Potency is the fitted concentration of half-maximal effect. An excerpt; rates above refer to the full screens.

Screening COc1ccc(-c2nnc3sc(C(C)N4C(=O)c5ccccc5C4=O)nn23)cc1 (stereo not drawn) returned TrxR1 substrate 2.1%[57.1 µM], rTrxR1 inhibitor 11.5%[57.1 µM], RXFP1 agonist 4.4%, ALOX12 inh 440.3%[activator], RGS4 inhibitor inconclusive, Vif-A3G inh -0.1%, Vif-A3F inh -0.4%, IDH1 R132H inh -7.4% and USP1-UAF1 inh -19.4%.
COc1cccc(COC(=O)C2CCN(C(=O)c3ccc(F)cc3)CC2)c1OC was read as TrxR1 substrate -3.1%, rTrxR1 inhibitor 8.6%, RXFP1 agonist 0.7%, ALOX12 inh -16.7%, RGS4 inhibitor -2.3%, Vif-A3G inh 0.4%, Vif-A3F inh 0.8%, IDH1 R132H inh 0.4% and USP1-UAF1 inh -14.6%.
Cc1ccccc1OCC(O)CN1CCN(CC(O)COc2ccccc2C)C(C)C1 (stereo not drawn) was read as TrxR1 substrate -12.1%[57.1 µM], rTrxR1 inhibitor -0.7%[57.1 µM], RXFP1 agonist 0.9%, ALOX12 inh -7.2%, RGS4 inhibitor -14.0%, Vif-A3G inh 1.9%, Vif-A3F inh -14.1%, IDH1 R132H inh 3.3% and USP1-UAF1 inh -6.1%.
`Cc1coc2c(C)c3oc(=O)c(CCC(=O)NCCc4ccccc4F)c(C)c3cc12` gave TrxR1 substrate 6.6%, rTrxR1 inhibitor 6.0%, RXFP1 agonist 2.9%, ALOX12 inh -29.6%, RGS4 inhibitor 13.6%, Vif-A3G inh -7.8%, Vif-A3F inh 11.4%, IDH1 R132H inh 1.5% and USP1-UAF1 inh -14.9%.
Screening COC(=O)c1ccccc1NC(=O)Cn1cnc2c1c(=O)n(C)c(=O)n2C returned TrxR1 substrate 1.7%, rTrxR1 inhibitor 14.2%, ALOX12 inh -1.5%, RGS4 inhibitor 9.2%, Vif-A3G inh 1.0%, Vif-A3F inh 1.2%, IDH1 R132H inh 2.0% and USP1-UAF1 inh -18.8%.
CN(Cc1ccc(Cl)cc1)C(=O)COC(=O)c1ccc(-c2ccc(O)cc2)cc1 was read as TrxR1 substrate 5.1%, rTrxR1 inhibitor 7.7%, RXFP1 agonist 0.8%, ALOX12 inh 326.8%[activator], RGS4 inhibitor -28.5%, Vif-A3G inh -18.1%, Vif-A3F inh -12.7%, IDH1 R132H inh -11.2% and USP1-UAF1 inh -0.7%.
CN(CC(=O)NCCc1ccccc1)S(=O)(=O)c1ccccc1 was read as TrxR1 substrate 8.5%[57.1 µM], rTrxR1 inhibitor 6.0%[57.1 µM], RXFP1 agonist 2.2%, ALOX12 inh -11.3%, RGS4 inhibitor -18.9%, Vif-A3G inh -0.4%, Vif-A3F inh -15.0%, IDH1 R132H inh -9.3% and USP1-UAF1 inh 3.7%.
Screening CCOC(=O)Cc1csc(NC(=O)CCN2C(=O)c3ccccc3C2=O)n1 returned TrxR1 substrate 3.5%, rTrxR1 inhibitor 37.2%, RXFP1 agonist -0.3%, ALOX12 inh -0.7%, RGS4 inhibitor 10.7%, Vif-A3G inh 1.3%, Vif-A3F inh 0.5%, IDH1 R132H inh -2.4% and USP1-UAF1 inh -4.5%.
O=C(NC1CC1)C1=C[C@@H](c2ccc3c(c2)OCO3)C[C@@H](OCCCCO)O1 was read as TrxR1 substrate 0.9%, rTrxR1 inhibitor 18.6%, RXFP1 agonist 0.0%, ALOX12 inh inconclusive, RGS4 inhibitor -1.2%, Vif-A3G inh 0.2%, Vif-A3F inh 1.1%, IDH1 R132H inh -15.7% and USP1-UAF1 inh -9.5%.
Screening Cc1cccnc1NC(=O)COc1ccc2c(c1)CCC2 returned TrxR1 substrate -1.0%, rTrxR1 inhibitor 16.3%, RXFP1 agonist 0.0%, ALOX12 inh -2.1%, RGS4 inhibitor -5.5%, Vif-A3G inh -0.4%, Vif-A3F inh -22.6%, IDH1 R132H inh -4.5% and USP1-UAF1 inh -2.8%.
For Cc1ccc2cccnc2c1NC(=S)NC(=O)c1ccccc1 the results were TrxR1 substrate 7.5%[57.1 µM], rTrxR1 inhibitor -30.8%[57.1 µM], RXFP1 agonist 0.0%, ALOX12 inh inconclusive, RGS4 inhibitor inconclusive, Vif-A3G inh -6.4%, Vif-A3F inh -3.2%, IDH1 R132H inh -0.9% and USP1-UAF1 inh -15.9%.
`CC1(C)C(c2ccccn2)=[N+]([O-])C(C)(C)N1O` gave TrxR1 substrate 4.2%, rTrxR1 inhibitor 10.8%[57.1 µM], RXFP1 agonist 0.5%, ALOX12 inh -0.9%, RGS4 inhibitor -5.3%, Vif-A3G inh 3.3%, Vif-A3F inh 4.8%, IDH1 R132H inh 9.0% and USP1-UAF1 inh 4.1%.
CCc1cccc(NC(=O)Cn2cc3c(n2)CCCC3)c1 was read as TrxR1 substrate 7.3%[57.1 µM], rTrxR1 inhibitor 10.2%[57.1 µM], RXFP1 agonist -0.8%, ALOX12 inh 10.5%[57.4 µM], RGS4 inhibitor -7.2%, Vif-A3G inh -10.3%, Vif-A3F inh -2.2%, IDH1 R132H inh -6.4% and USP1-UAF1 inh -20.3%.
Screening CCOc1ccc(CNC(=O)c2sc3nc(C)cc(C)c3c2-n2cccc2)cc1 returned TrxR1 substrate 6.5%, rTrxR1 inhibitor 18.4%, RXFP1 agonist inconclusive, ALOX12 inh -24.3%, RGS4 inhibitor -6.7%, Vif-A3G inh 5.8%, Vif-A3F inh -6.2%, IDH1 R132H inh 15.9% and USP1-UAF1 inh inconclusive.
For COc1ccccc1NC(=O)COC(=O)/C=C/c1cccs1 the results were TrxR1 substrate -7.0%, rTrxR1 inhibitor -3.3%, ALOX12 inh 6.4%, RGS4 inhibitor -32.2%, Vif-A3G inh -4.3%, Vif-A3F inh -17.9%, IDH1 R132H inh 4.1% and USP1-UAF1 inh 1.9%.
Cc1nc(-c2ccc(S(=O)(=O)N3CCN(Cc4ccccc4)CC3)s2)cs1 was read as TrxR1 substrate -4.3%, rTrxR1 inhibitor 24.6%, RXFP1 agonist 9.3%, ALOX12 inh inconclusive, RGS4 inhibitor -5.5%, Vif-A3G inh 0.4%, Vif-A3F inh 5.8%, IDH1 R132H inh -3.2% and USP1-UAF1 inh -12.3%.
COc1ccc(-n2nc(C(=O)NCC(=O)N3CCCCCC3)c3ccccc3c2=O)cc1 was read as TrxR1 substrate 1.7%[57.1 µM], rTrxR1 inhibitor 2.6%[57.1 µM], RXFP1 agonist 2.7%, ALOX12 inh inconclusive, RGS4 inhibitor 18.6%, Vif-A3G inh 0.7%, Vif-A3F inh 2.7%, IDH1 R132H inh -4.5% and USP1-UAF1 inh 0.5%.
`Nc1nc(N2CCCCC2)c2ncn(C3OC(CO)C(O)C3O)c2n1` (stereo not drawn) gave ALOX12 inh 0.6%, Vif-A3G inh -0.2%, Vif-A3F inh -7.9%, IDH1 R132H inh -3.8% and USP1-UAF1 inh -15.5%.
For Cc1cccc(NC(=O)CC2C(=O)NCCN2C(=O)Nc2ccc(Cl)cc2)c1 (stereo not drawn) the results were TrxR1 substrate -10.5%, rTrxR1 inhibitor 8.1%, RXFP1 agonist -1.4%, ALOX12 inh inconclusive, RGS4 inhibitor -4.8%, Vif-A3G inh -15.4%, Vif-A3F inh 5.0%, IDH1 R132H inh -1.2% and USP1-UAF1 inh -23.2%.
`N/C(Cc1ccc(Cl)cc1Cl)=N\OC(=O)Cc1ccccc1` gave TrxR1 substrate -6.9%, rTrxR1 inhibitor -9.0%[0.457 µM], RXFP1 agonist 1.0%, ALOX12 inh 28.2%, RGS4 inhibitor 9.3%, Vif-A3G inh -0.2%, Vif-A3F inh -22.2%, IDH1 R132H inh -1.7% and USP1-UAF1 inh 6.4%.
Screening COc1cccc2sc(NNC(=O)COc3ccccc3)nc12 returned TrxR1 substrate -3.4%, rTrxR1 inhibitor 23.1%, RXFP1 agonist 9.8%, ALOX12 inh 2.5%, RGS4 inhibitor -8.7%[56.9 µM], Vif-A3G inh 1.4%, Vif-A3F inh 3.0%, IDH1 R132H inh -8.0% and USP1-UAF1 inh -4.3%.
`Cc1ccc(Cn2ccc(NC(=O)c3nn(C)cc3[N+](=O)[O-])n2)cc1` gave TrxR1 substrate 7.3%[57.1 µM], rTrxR1 inhibitor 17.1%, RXFP1 agonist 2.2%, ALOX12 inh 9.2%, RGS4 inhibitor 20.4%, Vif-A3G inh -13.3%, Vif-A3F inh -15.0%, IDH1 R132H inh 5.8% and USP1-UAF1 inh -20.6%.
